NRP1-CendR mod: modulators of CendR peptide binding to human neuropilin-1; FAM-RPARPAR peptide binding to NRP-1, fluorescence polarization; inhibition, % at 25 µM; hit rate 0.85% among 360,000;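 active = inhibition or corrected inhibition above about 18%, plus a signal ratio from 0.5 to 1.5, limit read from the data, passing the limit was not always enough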; note: strong numbers were not always called active
Target sequence (O14786 whole entry, looked up): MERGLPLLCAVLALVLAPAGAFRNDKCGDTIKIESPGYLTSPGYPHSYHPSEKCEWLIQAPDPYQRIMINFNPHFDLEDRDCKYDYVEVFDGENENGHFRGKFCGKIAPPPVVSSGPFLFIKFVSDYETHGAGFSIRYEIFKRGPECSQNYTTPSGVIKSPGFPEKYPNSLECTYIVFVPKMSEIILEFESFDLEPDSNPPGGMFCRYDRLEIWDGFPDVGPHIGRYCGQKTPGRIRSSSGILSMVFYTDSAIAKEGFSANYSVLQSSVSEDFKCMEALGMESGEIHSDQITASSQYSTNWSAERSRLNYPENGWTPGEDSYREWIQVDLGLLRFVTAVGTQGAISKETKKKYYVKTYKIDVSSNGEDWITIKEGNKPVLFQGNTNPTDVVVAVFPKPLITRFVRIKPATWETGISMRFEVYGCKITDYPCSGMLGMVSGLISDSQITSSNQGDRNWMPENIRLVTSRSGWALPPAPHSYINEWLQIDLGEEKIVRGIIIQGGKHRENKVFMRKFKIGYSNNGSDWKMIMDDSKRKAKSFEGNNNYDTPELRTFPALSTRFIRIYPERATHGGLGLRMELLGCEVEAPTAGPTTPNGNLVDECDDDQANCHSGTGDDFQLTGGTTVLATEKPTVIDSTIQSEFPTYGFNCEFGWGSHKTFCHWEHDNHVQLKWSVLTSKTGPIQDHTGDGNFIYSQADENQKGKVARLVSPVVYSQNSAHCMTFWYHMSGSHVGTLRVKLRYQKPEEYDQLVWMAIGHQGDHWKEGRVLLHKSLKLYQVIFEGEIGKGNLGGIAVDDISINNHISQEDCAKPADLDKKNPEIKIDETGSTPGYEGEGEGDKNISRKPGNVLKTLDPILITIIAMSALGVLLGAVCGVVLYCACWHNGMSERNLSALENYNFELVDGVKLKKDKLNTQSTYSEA
SKN-1 block: inhibitors of C. elegans SKN-1; inhibition, % at 21.8 µM; hit rate 0.49% among 360,000; C. elegans VP596 Pgst-4::GFP/RFP ratio, acrylamide-induced, 24 h;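 active = interference check ratio from 0.5 to 1.5 plus GFP to RFP signal ratio inhibition reaching or exceeding a fixed threshold, cut at about 30% in these data, passing the limit was not always enough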; note: some compounds called inactive have numbers as strong as hits
DNMT1 block: inhibitors of human DNMT1. P26358. DNMT1 molecular beacon, Hinp1I cleavage, fluorescence. inhibition (reported as % activation of signal), % at 10 µM. hit rate 0.83% among 360,000. AID 588458; in the data active = inhibition above about 50%
SUMO1 PPI mod: modulators of human SUMO1-mediated protein-protein interactions; P63165; SUMO1 binding to a labelled peptide, TR-FRET, 1 h; inhibition, % at 20 µM; hit rate 0.33% among 360,000; in the data active = inhibition above about 37%
Target sequence (P63165 whole entry, looked up): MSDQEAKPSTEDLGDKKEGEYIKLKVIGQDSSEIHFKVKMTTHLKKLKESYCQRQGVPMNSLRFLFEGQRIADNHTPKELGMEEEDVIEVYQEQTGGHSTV
STEP block: STEP (human) phosphatase inhibition. P54829. recombinant STEP, OMFP fluorogenic substrate, fluorescence. inhibition, % at 20 µM. hit rate 0.25% among 360,000;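 active = inhibition at 20 µM, scaled per plate between control wells, above about 37%, limit read from the data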;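 note: 0% = DMSO with enzyme and substrate and 100% = substrate only without enzyme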
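material = STEP tyrosine phosphatase | reagent = fluorogenic phosphatase substrate OMFP at 25 µM final | doses = single compound dose of 20 µM, 1% DMSO final | schedule = 20 min reaction, room temperature, in the dark | measured by = fluorescence, 480/540 nm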
Tb MetRS inh: Trypanosoma brucei MetRS inhibition; purified T. brucei MetRS, ATP depletion, Kinase-Glo luminescence; inhibition, % at 11.9 µM; hit rate 0.4% among 360,000;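 active = inhibition above a per-plate cutoff of the control wells' mean inhibition plus 3 SD, cut at about 5.5% in these data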;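 note: 0% = DMSO wells median and 100% = median of wells with control inhibitor compound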
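Test system: purified T. brucei MetRS enzyme. Also added: ATP, methionine and E. coli bulk tRNA substrates. Compound: 11.9 µM single point. Schedule: 15 min enzyme-compound preincubation, 2 h reaction, 10 min detection, 25 °C. Signal: luciferase luminescence of residual ATP, Kinase-Glo. Evaluation: percent inhibition versus plate control medians. Controls: DMSO wells, low control.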
Neddylation inh: cullin neddylation inhibition. TR-FRET cullin neddylation, biochemical. calls only at 25 µM. hit rate 0.58% among 360,000. AID 651699; in the data active = inhibition above about 36%
NadD inh: NadD (S. aureus) enzyme inhibition; hit rate 0.78% among 360,000; inhibition, % at 20 µM; purified NadD enzyme, colorimetric absorbance read-out; AID 602399; in the data active = inhibition above about 26%; note: some compounds past the cut are filed as inactive
Scp1 inh: blocks human Scp-1 phosphatase activity. Recombinant Scp1, phosphopeptide, malachite green phosphate absorbance. Q9GZU7. hit rate 0.88% among 340,000. AID 493091. inhibition, % at 20 µM;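 active = inhibition above about 50% at 20 µM, limit read from the data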;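 note: plate controls were DMSO wells with enzyme for no effect and wells lacking enzyme for full effect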
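Test system: SCP-1 phosphatase catalytic domain, residues 76-261 | Compound dosing: One concentration, 20 µM, with 1.0% DMSO | Schedule: 45 min room-temperature reaction, 5 min colour, 30 min stabiliser | Detection: Absorbance at 630 nm | Read-out basis: % inhibition of SCP-1 phosphate liberation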
LMPTP inh: blocks human LMPTP phosphatase; hit rate 0.22% among 360,000; inhibition, % at 20 µM; AID 651560; recombinant LMPTP-A, OMFP fluorogenic substrate, fluorescence intensity; P24666;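 active = compounds that cut the enzyme signal by at least half of the control window in the single-dose screen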;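 note: plate controls were DMSO wells with enzyme plus substrate for no effect and substrate without enzyme for full effect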
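test system = LMPTP-A | amount = 0.625 nM LMPTP-A final | reagent = fluorogenic phosphatase substrate OMFP at 400 µM final | incubation = 50 min at room temperature | benchmarks = no-enzyme low control, uninhibited high control | medium = Bis-Tris pH 6.0, DTT, detergent | signal = fluorescence intensity of OMFP turnover product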
Starred values were filed as active, the others as inactive; i = inactive; · = no result given.

SMILES	NRP1-CendR mod	SKN-1 block	DNMT1 block	SUMO1 PPI mod	STEP block	Tb MetRS inh	Neddylation inh	NadD inh	Scp1 inh	LMPTP inh
O=C(Nc1ccc(-c2cn3ccccc3n2)cc1)c1cccs1	0	22	-2	21	3	-1.1	·	7	-3	5.1
COc1cccc(-c2nc3ccc(O)cc3c(=O)o2)c1	-4	13	1	21	-3	-0.4	i	-3	-11	-1.7
CC1=NN(Cc2cc(C(C)(C)C)c(O)c(C(C)(C)C)c2)C(=O)C1	1	-1	-13	2	-2	-0.2	i	3	-2	-1.0
Cc1ccc(C(=O)NCc2ccc3c(c2)OCO3)cc1N1CCCC1=O	-3	-11	1	24	-2	-0.6	i	-2	-4	-0.6
CC(=O)Nc1ccc(S(=O)(=O)NCCSCc2cccc(Cl)c2)cc1	-12	1	-3	1	-3	-0.3	i	-9	-8	-1.5
CNC(=S)/N=C(\Nc1ccc(C)cc1)c1ccccc1	0	1	-1	1	1	-0.1	i	2	11	0.5
Oc1ccccc1C=NN=Cc1ccccc1Cl	-3	-5	-2	-4	0	-0.5	i	5	7	1.3
Cc1ccc(NC(=O)c2ccccc2Cl)cc1-n1cnnn1	-13	12	-1	-1	2	1.0	i	-1	-3	0.7
COc1cc(CCCN2C(=O)C(=O)NC[C@@H]2CC2CCCCC2)cc(OC)c1OC	13	-9	0	2	-2	-0.3	i	-4	4	-1.1
O=C(Nc1ccc(F)cc1)Nc1ccc(N2CCOCC2)c2nonc12	-5	11	1	-11	-2	-0.9	i	11	-3	0.1
Cc1ccc(-c2nnc(NC3CCCCC3)c3ccccc23)cc1S(=O)(=O)N1CCN(C)CC1	5	6	-6	-8	3	-0.6	i	0	-5	4.5
CC(C)C(NC(=O)c1ccc(F)cc1)C(=O)N1CCC1 (stereo unspecified)	0	14	1	-2	-4	0.0	i	6	-2	-4.5
CCOC(=O)c1c(C)[nH]c(C(=O)COC(=O)c2ccc(O)cc2O)c1C	-10	6	0	0	0	0.5	i	-3	2	0.9
O=C(CNS(=O)(=O)c1ccccc1)NCC(=O)OCc1ccc(C(=O)c2ccccc2)cc1	4	4	0	4	-2	0.0	i	-5	-8	-0.5
CCn1ncc([N+](=O)[O-])c1C(=O)Nc1c(C)cccc1C	9	22	1	-2	-2	0.0	i	-3	-10	-2.3
Cn1ncc2c(NNC(=O)c3ccccc3Cl)ncnc21	2	1	4	2	0	-0.1	i	0	-4	0.3
Cc1cc(C)nc(NC2=NCC(=O)N2CCc2c[nH]c3ccccc23)n1	-7	12	1	-3	0	-0.8	i	3	-4	0.3
Cc1cc(NC(=O)CCC(=O)N(Cc2cccs2)C(C)(C)C(=O)NC2CCCCC2)no1	20*	9	-1	3	0	0.1	i	5	-2	-1.2
Cc1cc(/C(O)=C2\C(=O)C(=O)N(CCN(C)C)C2c2ccncc2)ccc1OCc1ccccc1 (stereo unspecified)	-4	-2	2	0	-1	-1.1	i	-4	-1	-2.2
COc1ccc(C(=S)N2CCOCC2)cc1OS(=O)(=O)c1ccccc1[N+](=O)[O-]	5	-13	-2	-10	2	-1.1	i	-1	-4	-0.1
Cc1cc(C(=O)OCC(=O)c2ccc(Cl)c([N+](=O)[O-])c2)c2cccc(C)c2n1	-6	9	8	-12	1	0.3	i	17	10	2.3
COc1ccc(NC(=O)CSc2ncc(-c3ccc(F)cc3)n2Cc2ccco2)cc1	11	-3	-5	-2	-2	-0.3	i	12	1	3.5
COC(=O)c1ccc(S(=O)(=O)NCc2ccccn2)n1C	5	6	-1	3	-2	-0.1	i	-1	-11	0.4
CN(c1ccccc1)S(=O)(=O)c1ccc2ccccc2c1	9	-5	-2	-3	1	-0.1	i	-4	-11	2.0
Cc1cc(Cl)ccc1OCC(=O)NNC(=O)c1cccs1	10	4	1	1	-1	0.2	i	0	-6	-0.5
O=C(NCC1CCCO1)C1CC(=O)N(c2cccc(Cl)c2)C1 (stereo unspecified)	-4	-1	1	5	-1	0.0	i	-9	-3	0.7
O=C(CCc1nc(-c2ccc(Cl)cc2)no1)NC1CCCCC1	7	-26	1	3	-2	-0.4	i	-8	-7	-1.2
OC(COCc1ccc(Cl)cc1)CN1CCN(c2ccccn2)CC1 (stereo unspecified)	0	7	4	0	-1	-0.1	i	-9	-3	-3.7
O=C(NCCN1CCCCC1)c1cccc2c1C(=O)c1ccc(N3CCCC3)cc1S2(=O)=O	-110	30	-2	-52	-2	-0.2	i	5	0	8.1
COC(=O)C[C@H](NC(=O)Cn1cnc2c(NCc3ccccc3)ncnc21)C(=O)OC	-3	1	6	2	4	0.4	i	1	9	-2.8
O=c1nc(/C=C/c2ccc(O)c(O)c2)oc2ccccc12	-31	-3	7	-7	2	1.6	i	-3	-6	0.3
O=C1/C(=C/c2cccnc2)Oc2cc(OS(=O)(=O)c3ccccc3)ccc21	-10	5	-3	-21	3	-0.8	i	0	2	2.2
CC(C)C[C@@]12C(=O)N(c3cccc(Cl)c3)C(=O)N1[C@H](c1ccc(Cl)cc1)[C@@H]1C(=O)N(C3CCCCC3)C(=O)[C@@H]12	2	3	-3	1	-3	-0.2	i	16	-9	1.2
CC(C)COP(=O)(OCC(C)C)C(Nc1ccccc1)c1ccc2c(c1)OCO2 (stereo unspecified)	11	-3	-1	0	4	-0.5	i	-6	-7	1.0
COc1cc2nc(NCC3CCCO3)n3nc(-c4cccnc4)nc3c2cc1OC (stereo unspecified)	4	-13	-2	1	0	-0.7	i	-14	0	2.8
CC(C(=O)Nc1ccccc1)N(C)CCOc1ccccc1 (stereo unspecified)	7	11	-3	2	-6	-0.1	i	-6	-5	-1.9
Cc1cccc(OCC(=O)Nc2nc3ccc([N+](=O)[O-])cc3s2)c1C	2	-3	3	0	-1	0.3	i	2	-8	0.5
O=C(O)C1=C(C(=O)O)C2C=CC1C2	15	9	60*	24	33	-0.2	i	-4	72*	0.6
O=C(NCCCN1CCCC1=O)NC1CCCCC1	-7	-7	1	2	0	0.4	i	2	-1	-1.1
O=C(NC1CCN(C(=S)NCc2ccco2)CC1)C12CC3CC(CC(C3)C1)C2	1	6	-6	-3	1	0.0	i	-1	-1	-0.7
O=C(N/N=C/c1ccc2cccnc2c1)c1ccco1	8	4	-2	-16	1	-1.2	i	2	-7	0.1
O=C(Nc1cccnc1)c1cc(-c2ccco2)on1	-7	6	1	-2	0	-0.2	i	-2	12	-1.4
Cc1nc2nc(CSc3ccc(Cl)cc3)cc(=O)n2[nH]1	-66	23	3	1	-1	0.6	i	-2	-2	-1.8
C=CCN(C(=O)Nc1ccccc1)C1CC(=O)N(c2ccc(OC)cc2)C1=O (stereo unspecified)	21	3	1	-4	0	-0.3	i	-4	-8	-0.4
CCOC(=O)c1ccc2[nH]c3ccccc3c2c1	1	1	3	5	0	-0.1	i	1	10	3.5

Some of these compounds in order of formula weight, high to low.
SMILES	NRP1-CendR mod	SKN-1 block	DNMT1 block	SUMO1 PPI mod	STEP block	Tb MetRS inh	Neddylation inh	NadD inh	Scp1 inh	LMPTP inh
O=C(NC1CCN(C(=S)NCc2ccco2)CC1)C12CC3CC(CC(C3)C1)C2	1	6	-6	-3	1	0.0	i	-1	-1	-0.7
Cc1cccc(OCC(=O)Nc2nc3ccc([N+](=O)[O-])cc3s2)c1C	2	-3	3	0	-1	0.3	i	2	-8	0.5
CC(C(=O)Nc1ccccc1)N(C)CCOc1ccccc1 (stereo unspecified)	7	11	-3	2	-6	-0.1	i	-6	-5	-1.9
O=C(NCCCN1CCCC1=O)NC1CCCCC1	-7	-7	1	2	0	0.4	i	2	-1	-1.1
O=C(O)C1=C(C(=O)O)C2C=CC1C2	15	9	60*	24	33	-0.2	i	-4	72*	0.6

Full records from above. Order of values: NRP1-CendR mod | SKN-1 block | DNMT1 block | SUMO1 PPI mod | STEP block | Tb MetRS inh | Neddylation inh | NadD inh | Scp1 inh | LMPTP inh
COc1cccc(-c2nc3ccc(O)cc3c(=O)o2)c1 across the screens: -4 | 13 | 1 | 21 | -3 | -0.4 | i | -3 | -11 | -1.7
Cn1ncc2c(NNC(=O)c3ccccc3Cl)ncnc21 across the screens: 2 | 1 | 4 | 2 | 0 | -0.1 | i | 0 | -4 | 0.3

(next part)
SMILES	NRP1-CendR mod	SKN-1 block	DNMT1 block	SUMO1 PPI mod	STEP block	Tb MetRS inh	Neddylation inh	NadD inh	Scp1 inh	LMPTP inh
CCOc1ccc2c(c1)-c1c(ssc1=S)C(C)(C)N2C(=O)c1ccco1	18	0	-5	-15	1	-0.4	i	2	-12	4.2
COC[C@H]1CCCN1c1ccc2c(c1)O[C@H](COCc1ccccc1)CN([C@H](C)c1ccccc1)S2(=O)=O	-1	5	·	4	·	-0.8	i	-10	·	4.1
NC(=O)C1CCN(S(=O)(=O)c2cccc(S(=O)(=O)N3CCCCC3)c2)CC1	11	-3	16	-5	0	0.7	i	-1	-7	-0.3
CC(C)=CC(=O)Nc1nc2ccc([N+](=O)[O-])cc2s1	2	5	-1	-11	1	-1.6	i	-4	3	-1.2
Fc1ccccc1Cn1nnc2c(NCCc3ccccn3)ncnc21	9	8	-2	2	-3	0.3	i	3	-2	1.8
CC(=O)c1ccc2c3c(cccc13)C(=O)N(c1c(C)nn(C)c1C)C2=O	3	4	-5	-29	-1	0.6	i	-2	22	-3.3
COc1ccc(NC(=O)c2cc(CN3C(=O)c4ccccc4C3=O)ccc2OC)cn1	-9	-14	-2	-4	7	0.7	i	8	3	3.2
O=C(O)Cn1cc(/C=C/[N+](=O)[O-])c2ccccc21	-7	12	2	-3	-1	0.2	i	10	3	-0.3
CCCc1nc(SCC(=O)Nc2cc(C)on2)c2c(=O)n(C)c(=O)n(C)c2n1	-3	11	4	9	0	-0.4	i	1	-9	-2.0
CCCn1nnnc1NC(=O)COc1ccc(Cl)cc1C	9	7	1	2	1	-0.4	i	8	-8	-2.6
CNC(=S)N(Cc1ccccc1)Cc1cccnc1	-7	9	-4	-1	1	-0.8	i	-5	-1	-0.9
COc1cccc(C(=O)OC(C)C(=O)Nc2ccc3c(c2)OCO3)c1 (stereo unspecified)	1	-9	-13	5	-1	-0.2	i	-2	-10	-0.4
CCOC(=O)c1oc2cccc(OCC(O)CNC(C)C)c2c1C (stereo unspecified)	-9	-5	14	-4	-1	-0.4	·	-10	-2	-1.0
Cc1cccc(-n2cc(-c3ccccc3)c3c(N4CCOCC4)ncnc32)c1	0	12	-1	8	4	0.2	i	13	2	5.3
CCC(C(=O)OCc1csc(CC(=O)Nc2ccccc2C)n1)c1ccccc1 (stereo unspecified)	7	23	-9	3	-4	0.1	i	8	-2	1.3
Cc1ccc(C(=O)NCC(c2ccc(F)cc2)N2CCOCC2)cc1 (stereo unspecified)	0	-12	-4	0	0	-0.4	i	-6	-4	0.5
COc1ccccc1N1C(=O)C2C3C=CC(C3)C2(C)C1=O (stereo unspecified)	-9	-11	0	0	-2	0.1	i	0	0	-0.2

Compound activity as filed in PubChem BioAssay.

Compounds were not picked by outcome; about 4.6% have a hit in one of these screens.
